APJ ag = APJ receptor agonism; CHO-K1 APJ PathHunter beta-arrestin, luminescence; 0% DMSO wells, 100% apelin; activation, % at 20 µM; 330,000 tested, 0.11% active; AID 2520;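 active = activation more than six SD over the plate average, tested at 20 µM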;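 note: 0% = DMSO alone and 100% = apelin-13 at 10 nM; some results filed as inactive read as strong as hits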
Target sequence (P35414 whole entry, looked up): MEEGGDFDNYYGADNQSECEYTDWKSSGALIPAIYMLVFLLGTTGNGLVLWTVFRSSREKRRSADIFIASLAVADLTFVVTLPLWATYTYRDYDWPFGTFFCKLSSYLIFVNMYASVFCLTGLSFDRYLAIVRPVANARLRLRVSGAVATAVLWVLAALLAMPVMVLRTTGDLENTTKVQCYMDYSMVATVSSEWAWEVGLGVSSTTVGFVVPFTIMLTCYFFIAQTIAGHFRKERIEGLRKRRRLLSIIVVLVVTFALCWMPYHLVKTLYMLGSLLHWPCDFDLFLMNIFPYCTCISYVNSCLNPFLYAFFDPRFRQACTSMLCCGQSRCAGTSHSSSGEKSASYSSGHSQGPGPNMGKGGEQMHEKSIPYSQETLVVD
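Test system: CHO-K1 APJ beta-arrestin complementation cell line. Amount: cell density 1000 per well. Controls: DMSO negative, 10 nM Apelin-13 positive. Signal: luminescent beta-gal fragment complementation, chemiluminescent substrate. Read-out basis: agonist-driven arrestin binding to APJ. Timing: compound stimulation 90 min at 25 °C, detection 60 min.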
NLRP3 yeast inh = NALP3 inhibition in yeast; Yeast reconstituted NLRP3/ASC/caspase-1, beta-gal luminescence, 24 h; inhibition, % at 10 µM; 330,000 tested, 0.39% active; AID 2825;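 active = inhibition of 50% or more; inactive = inhibition below 50%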;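 note: plate controls were induced DMSO wells for no effect and uninduced yeast grown without galactose for full effect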
TIM10 inh = growth inhibitors of TIM10 yeast strain | inhibition, % at 10 µM | 330,000 tested, 1.4% active | S. cerevisiae TIM10 strain growth, BacTiter-Glo luminescence, 24 h;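 active = inhibition of 40% or more at the single tested concentration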;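 note: wild-type TIM10 isogenic control strain grown at permissive 25 °C; 0% = DMSO yeast wells and 100% = minimal medium wells without yeast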
APJ antagonist = antagonists of human APJ apelin receptor. AID 2521. P35414. 330,000 tested, 0.32% active. inhibition, % at 20 µM. CHO-K1 APJ beta-arrestin complementation, luminescence;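 active = inhibition above about 40% at 20 µM, limit read from the data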;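 note: cells challenged with 10 nM apelin-13 agonist together with compound; plate controls were apelin-13 plus DMSO wells for no effect and DMSO wells lacking apelin-13 for full effect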
beta cell repl = inducers of beta-cell replication in MIN6 cells; AID 2380; MIN6 cells proliferation, ATPlite luminescence, 48 h; cells starved in 0.2% serum; 100% = growth in 10% serum; 330,000 tested, 0.29% active; proliferation, % at 10 µM;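 active = compounds whose signal lies at least 3.5 SD above the mean of all wells on their plate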;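 note: 0% = DMSO-treated cells in low-serum medium and 100% = 10% serum control; some compounds called inactive have numbers as strong as hits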
tim23-1 inh = tim23-1 yeast growth inhibition; S. cerevisiae tim23-1 growth, BacTiter-Glo luminescence, 24 h; inhibition, % at 20 µM; 330,000 tested, 1.3% active; AID 463212;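 active = growth inhibition of the mutant yeast at or above 50%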;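 note: temperature-sensitive mutant grown at 25 °C; plate controls were DMSO-treated mutant yeast for no effect and medium wells lacking yeast for full effect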
MPTP block = permeability transition pore inhibition | isolated mouse mitochondria, Ca2+ swelling absorbance, 30 min | inhibition, % at 10 µM | 360,000 tested, 1.4% active | AID 602449;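 active = inhibition of 50% or more, scaled per plate between neutral and stimulator controls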;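 note: 0% = DMSO wells given calcium and 100% = 1 mM EGTA wells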
GRIN3A LBD mod = modulates the human NR3A ligand-binding domain. NR3A LBD differential scanning fluorimetry, Tm shift; 0% = protein alone, 100% = glycine-bound protein. Tm shift relative to glycine control, % at 25 µM. 340,000 tested, 2.5% active;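 active = melting temperature shift of at least 10% of the positive control shift, at one fixed dose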
tim10-1 inh = tim10-1 yeast growth inhibition. S. cerevisiae tim10-1 ts strain growth, BacTiter-Glo, 24 h. inhibition, % at 20 µM. 330,000 tested, 2.2% active. AID 463190;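 active = inhibition of at least 40%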;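 note: mutant grown at 25 °C; 0% = DMSO wells with yeast and 100% = wells holding no yeast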
* marks the source's active call; other numbers are inactive results. Not a hit list. About 7.2% of those tested had a hit in this group.

SMILES | APJ ag | NLRP3 yeast inh | TIM10 inh | APJ antagonist | beta cell repl | tim23-1 inh | MPTP block | GRIN3A LBD mod | tim10-1 inh
COc1cc(CNc2ccc(O)cc2)cc(Br)c1OCc1ccccc1 | 4.9 | 33.4 | 14.2 | -69.3 | -5.8 | 50.4* | 1.3 | 5.4 | 17.8
CCn1c(=NC(=O)c2ccc(N3C(=O)CCC3=O)cc2)sc2c(OC)ccc(OC)c21 | -1.4 | 18.0 | -5.2 | 19.5 | 4.2 | 0.3 | -3.3 | -3.6 | 9.9
COc1ccc(NC(=O)CSc2nnc(-c3ccccc3C)n2N)cc1 | -2.3 | -2.6 | 5.3 | -10.3 | -1.6 | 13.8 | 0.2 | 2.0 | 18.8
CC(=O)Nc1ccc(NC(=O)C(C)Sc2nc3ccccc3c(=O)n2Cc2ccco2)cc1 (stereo not drawn) | 1.5 | 12.9 | 4.8 | 8.2 | 6.0 | 24.2 | -2.8 | 9.2 | 15.1
CCOC(=O)NN1C(=O)c2ccccc2NC1c1ccccc1O (stereo not drawn) | -1.2 | 3.9 | -3.4 | -3.8 | -0.4 | 18.8 | -1.9 | 1.6 | 15.8
C#CCOc1ccc(/C=C2/C(=O)ON=C2C)cc1Cl | 0.8 | 1.3 | -16.3 | 6.0 | -1.7 | 12.7 | -1.3 | 3.7 | 26.7
O=C(Nc1cccc(C(F)(F)F)c1)c1cnccn1 | -2.6 | 20.9 | 16.0 | -3.6 | 0.6 | 11.3 | 0.5 | 0.0 | 11.7
COc1ccc(-c2csc(N3CCN(C(=O)c4ccccc4)CC3)n2)cc1 | 3.3 | -31.8 | 27.0 | -7.0 | -1.5 | 33.1 | 3.8 | 1.5 | 42.3*
CC(C(=O)Nc1ccc(S(N)(=O)=O)cc1)N1CCc2ccccc21 (stereo not drawn) | 1.1 | 0.3 | 3.5 | -2.5 | 0.6 | 25.1 | 0.1 | 2.5 | 6.8
O=c1oc(-c2cccc(Cl)c2)nc2c1cnn2-c1ccccc1 | -3.4 | 10.6 | 33.6 | 13.2 | -3.8 | 46.0 | -0.6 | 0.1 | 24.1
Cc1cc(C)c(S(=O)(=O)c2ccccc2)c(=O)[nH]1 | -0.5 | 12.9 | -8.8 | -0.8 | -3.6 | 3.9 | -1.2 | 0.6 | 0.9
CC1(C(=O)NC2CCCC2)CCC(=O)N1Cc1cccs1 (stereo not drawn) | -0.8 | -7.9 | 12.6 | 2.6 | 2.2 | -1.4 | 1.8 | -1.7 | 12.3
O=C(Nc1ccc(NC(=O)C2CC2)nc1)c1ccncc1 | -1.0 | 17.6 | 2.4 | 0.7 | 0.7 | 9.2 | -0.1 | 1.4 | 4.3
CCOC(=O)NNc1ccccc1 | -3.7 | 5.9 | -41.1 | 21.8 | 3.5 | 4.1 | 0.8 | 1.1 | -31.6
Cc1ccc(S(=O)(=O)N(CC(=O)Nc2cccc([N+](=O)[O-])c2)Cc2ccc(Cl)cc2)cc1 | -2.8 | 23.5 | 24.3 | -2.0 | -5.1 | 20.7 | 80.3* | 3.4 | 29.3

A portion of the results above, for reference:
SMILES | APJ ag | NLRP3 yeast inh | TIM10 inh | APJ antagonist | beta cell repl | tim23-1 inh | MPTP block | GRIN3A LBD mod | tim10-1 inh
O=C(Nc1ccc(NC(=O)C2CC2)nc1)c1ccncc1 | -1.0 | 17.6 | 2.4 | 0.7 | 0.7 | 9.2 | -0.1 | 1.4 | 4.3
CCOC(=O)NNc1ccccc1 | -3.7 | 5.9 | -41.1 | 21.8 | 3.5 | 4.1 | 0.8 | 1.1 | -31.6
Cc1ccc(S(=O)(=O)N(CC(=O)Nc2cccc([N+](=O)[O-])c2)Cc2ccc(Cl)cc2)cc1 | -2.8 | 23.5 | 24.3 | -2.0 | -5.1 | 20.7 | 80.3* | 3.4 | 29.3

Going on with the list:
SMILES | APJ ag | NLRP3 yeast inh | TIM10 inh | APJ antagonist | beta cell repl | tim23-1 inh | MPTP block | GRIN3A LBD mod | tim10-1 inh
Cc1ccc(CNc2ncnc3cc(Cl)ccc23)o1 | 1.8 | 44.3 | 4.0 | 8.2 | -1.6 | 21.1 | 3.2 | -1.1 | 14.6
CC(C)C(=O)N1CCN(c2ccccc2NC(=O)COc2ccc(C3CCCCC3)cc2)CC1 | -0.4 | 9.8 | 23.2 | 11.0 | -6.8 | 24.8 | -1.3 | 1.5 | 20.8
CC1(c2ccccc2)CC(C)(C)N(C(N)=O)c2ccccc21 (stereo not drawn) | -3.2 | -14.8 | 19.8 | 7.2 | -2.7 | 9.9 | 0.6 | -1.2 | 16.1
c1ccc2c(CN3CCCCC3)csc2c1 | -1.0 | 2.6 | 3.1 | 1.1 | 3.0 | 3.1 | 0.1 | -1.3 | 0.1
Cc1ccc(S(=O)(=O)N2CC(C)N(S(C)(=O)=O)C2)cc1 (stereo not drawn) | -2.1 | 1.9 | -11.1 | -12.9 | -3.2 | 6.8 | -0.4 | -0.8 | 3.5
O=C(NC1CCCCC1)c1cc(Cl)ccc1[N+](=O)[O-] | -0.5 | -2.3 | 2.3 | -4.9 | 0.0 | 14.8 | 4.1 | -1.9 | 13.8
COCC(C)NC(=O)c1cc2cccc([N+](=O)[O-])c2[nH]1 (stereo not drawn) | -3.0 | -16.4 | 6.3 | 7.9 | -1.8 | -4.9 | 0.9 | -0.4 | 2.3
CCC(C)(C)NC(=O)C(c1ccncc1)N(Cc1cccs1)C(=O)Cn1nnc2ccccc21 (stereo not drawn) | -2.4 | 13.5 | -11.2 | -0.4 | -2.1 | 16.1 | -5.7 | 0.5 | 10.2
COc1ccc(-c2noc(CN(C)C(=O)c3ccoc3C)n2)cc1 | 0.0 | 0.7 | -23.8 | 1.6 | -0.4 | -8.4 | -2.2 | 0.6 | -27.6
COC(=O)C(C)n1nnc2sc(-c3ccccc3)cc2c1=O (stereo not drawn) | -1.9 | 35.8 | -6.2 | -6.3 | -2.8 | 5.7 | -2.5 | -1.3 | -40.8
CCOC(=O)Cc1cnc(NC(=O)c2ccccc2)s1 | -5.0 | 33.1 | -4.4 | 0.0 | 1.1 | 18.2 | -1.6 | 3.2 | -18.6
Cc1ccc(S(=O)(=O)Nc2cccc(C(=O)NCC3(N4CCCCC4)CCCCC3)c2)cc1F | -7.8 | 7.9 | -8.4 | -31.3 | -4.9 | -7.6 | -0.9 | 0.7 | -14.1
Cc1cc(NC(=O)CCC(=O)N(c2ccccc2)C2(C(=O)NC3CCCCC3)CCCC2)no1 | -3.4 | 10.7 | -9.3 | 10.7 | -4.7 | 14.7 | -0.7 | 3.1 | 4.9
COc1ccc([N+](=O)[O-])cc1N(CC(=O)NCCSc1ccccc1)S(C)(=O)=O | -2.0 | 5.9 | 22.9 | 1.8 | 1.4 | -5.3 | -0.8 | -0.2 | 2.1
Cc1nc(Nc2ccc(Cl)cc2)c(C#N)c(=O)[nH]1 | 0.5 | 15.1 | -16.6 | 12.9 | 1.7 | -0.2 | -1.0 | 0.6 | -29.4
COCCNS(=O)(=O)c1cc(OC)ccc1OC | -0.5 | 12.8 | -10.6 | -5.3 | -1.1 | 4.8 | -0.5 | -0.7 | -1.3
Cc1ccccc1NC(=S)N(Cc1ccco1)C(C)c1ccccn1 (stereo not drawn) | -6.1 | 12.8 | 8.8 | 7.1 | 4.6 | 17.4 | 3.6 | 0.2 | 7.0
O=C(N[C@H](CO)Cc1ccccc1)c1ccco1 | 4.2 | 11.2 | -8.0 | 7.1 | -4.3 | 13.4 | 0.6 | -0.4 | 1.6
CC(C)N1CCc2c(sc(NC(=O)CN3C(=O)c4ccccc4C3=O)c2C(N)=O)C1 | -3.4 | 4.8 | 9.5 | -14.1 | 0.0 | 3.2 | -1.2 | -0.9 | -5.1
COc1ccc(NC(=O)C2CCN(S(=O)(=O)c3ccc4c(c3)CC(C)N4C(C)=O)CC2)cc1OC (stereo not drawn) | 2.7 | -2.6 | -4.4 | 20.3 | -3.0 | 7.2 | 2.3 | 0.3 | 14.5
Cc1cc(C(=O)OCC(=O)N2CCC(c3ccccc3)=N2)ccc1[N+](=O)[O-] | 5.6 | 26.8 | 7.6 | -7.9 | 7.7 | 22.6 | 0.7 | 1.0 | 12.3
C=CCOc1cccc(C2c3c(oc4ccc(F)cc4c3=O)C(=O)N2CCCN2CCOCC2)c1 (stereo not drawn) | -3.1 | 15.7 | 10.5 | 4.1 | -2.6 | 4.8 | -2.0 | -0.3 | -9.9
Cc1ccc(COc2ccc(/C=N/NC(=O)CN3CCCCC3)cc2)cc1 | -3.2 | 22.8 | 12.1 | -22.1 | -2.3 | 7.6 | -0.9 | 1.6 | 2.8
Cc1cccc(N2CCN(S(=O)(=O)c3ccc(-c4cc(C)no4)s3)CC2C)c1 (stereo not drawn) | -4.3 | -2.4 | -6.6 | 10.4 | -0.7 | -1.8 | 2.2 | -7.2 | -3.8
O=c1oc2c(CN3CCCCC3)c(O)ccc2c2c1CCCCC2 | -2.0 | 2.2 | 5.1 | 11.2 | -2.5 | 11.7 | 0.9 | -1.0 | -0.2
COc1ccc(C(=O)NC(=O)COC(=O)C2CC2C)cc1 (stereo not drawn) | -0.9 | -22.8 | -8.2 | 5.9 | 2.7 | -4.7 | -0.6 | 0.3 | -4.9
O=C(C/C(=N\NC(=O)c1ccccc1Br)C(F)(F)F)c1cccs1 | -2.6 | 9.5 | 35.1 | 5.7 | -1.0 | 28.6 | 59.2* | -9.8 | 21.5
CC1(C)CC(NC(=O)c2cc(Cl)ccc2Cl)CC(C)(C)N1 | 0.7 | 16.5 | 6.6 | 1.0 | 1.7 | -6.1 | 2.6 | -0.2 | 8.0
COc1ccc(C(=O)NC2CCSc3ccccc32)cc1S(=O)(=O)N1CCOCC1 (stereo not drawn) | -1.3 | -6.8 | -4.5 | 14.0 | 5.0 | 4.3 | -0.6 | 0.4 | 8.8
COc1c(F)c(F)c(C(=O)Nc2ccc(NC(=O)c3ccco3)cc2)c(F)c1F | 1.7 | 12.2 | -3.9 | -2.0 | -2.6 | 4.3 | 0.6 | 5.9 | -16.7
O=C(NCCc1ccccc1)Nc1ccc(Cl)cc1 | 6.0 | 25.4 | -0.2 | -13.1 | 0.0 | 0.3 | 75.9* | 15.8* | -12.5
O=C(COc1ccc(Br)cc1)NNC(=S)NCc1ccccc1 | 0.8 | 2.5 | 37.3 | 6.2 | -1.3 | 21.8 | -0.6 | -8.5 | 5.4
O=C(COC(=O)Cc1cccc(C(F)(F)F)c1)NC(=O)NC1CCCC1 | 0.1 | 16.0 | 12.6 | 4.2 | -5.0 | 23.5 | -0.6 | 1.9 | 17.3
Cc1ccccc1-n1c(Cn2c(=O)sc3ccccc32)nnc1SCC(=O)N1CCCC1 | -4.9 | 5.9 | 13.7 | -18.9 | 2.2 | 6.3 | -1.3 | 1.1 | 12.1
CCn1cc(CCC(=O)NCc2cccc(OC)c2OC)c2ccccc21 | -1.5 | 7.4 | -18.3 | -10.5 | 1.3 | 13.5 | -1.6 | -0.7 | 17.1
O=C(NCc1ccccn1)c1cc(-n2cnnc2)ccc1Cl | -2.1 | 5.7 | 0.2 | -5.1 | -1.2 | 1.8 | 0.2 | -1.0 | -0.1
CCCCNC(=S)N(C)/N=C/c1c(F)c(F)c(F)c(F)c1F | -1.0 | 5.1 | -3.9 | -3.7 | 0.0 | 12.8 | 2.8 | 20.5* | 18.7
COC(C[C@@H](O)CC(=O)[C@H](C)OCc1ccccc1)OC | 2.5 | 3.5 | 12.3 | 17.6 | 1.9 | 14.1 | -2.0 | 1.4 | 8.0
C=CCOc1c2ccc(C(=O)NCc3ccc(C)cc3)cc2nn1C | -6.4 | 5.5 | -6.9 | 14.1 | -5.2 | 10.3 | -1.6 | -2.4 | -2.4

Compound activity as filed in PubChem BioAssay.
